sdo1 growth = growth rescue of sdo1-depleted yeast, primary screen, S. cerevisiae, bone marrow failure model | z-score at 10 µM | S. cerevisiae sdo1-depleted JHY4D growth rescue, OD600 30 h; stronger effect = higher value; pdr5 snq2 efflux-pump mutant strain | 140,000 tested, 0.21% active;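 active = z-score above 3 at both the 24 hr and the 30 hr optical density reads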;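 also: z-score against mean and SD of all compound wells on the same plate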
Insulin prom inh = inhibitors of insulin promoter-driven GFP, primary screen, imaging, TRM-6 cells (human fetal islet line), eGFP reporter, cell count; 130,000 tested, 0.9% active; reporter expression induced with tamoxifen; inhibition, % at 2 µM; AID 1273, 2008;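 active = inhibition above the mean plus 3 SD, with well images judged a real hit on visual review, cut at about 60% in these data, passing the limit was not always enough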
sdo1 growth Rescue 24 h = further read-out of sdo1 growth, marked with its call; z-score; S. cerevisiae sdo1-depleted JHY4D growth rescue, OD600; measured here: growth rescue at 24 h;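 0 is the plate mean of compound wells and units are plate SD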
The depositor's hits bear a star; . = no result given. No enrichment for hits; 0.92% or so of the library scored in one or more.

no.	SMILES	sdo1 growth	sdo1 growth Rescue 24 h	Insulin prom inh
1	CCOc1cc(/C=C2\SC(=S)N(Nc3ccccc3)C2=O)ccc1O	-1.55	-0.65	.
2	Cn1ccc(C(=O)OCC(=O)Nc2cccc3ccccc23)n1	.	.	6.7
3	CSc1ncccc1C(=O)OCC(=O)C(C)(C)C	.	.	41.7
4	Cc1cc(C)nc(SCC(=O)Nc2ncc(Cc3cccc(Cl)c3Cl)s2)n1	0.31	1.69	.
5	Cc1cccc(OCc2nnc(SCC(=O)Nc3cccc(C(=O)N4CCOCC4)c3)o2)c1C	0.01	-0.48	0.0
6	CCOc1cc2[nH]c(=O)n(CCCCC(=O)N3CCCCCC3)c(=O)c2cc1OCC	0.51	1	32.3
7	CCOC(=O)CN1CC23C=CC(O2)C(C(=O)NCc2ccc(F)cc2)C3C1=O (configuration not stated)	0.73	0.3	20.0
8	CCCCC(=O)Nc1cc(N(C)C)nc2ccccc12	0.74	0.28	-50.0
9	CCOC(=O)CC(=O)CSc1nc2ccc(C)cc2cc1C#N	1.15	0.77	.
10	Cc1cc(-c2n[nH]c(=S)n2Cc2ccccc2)cs1	-0.79	0	-3.1
11	C=CCNC(=O)/C(C#N)=C/c1ccc2c(c1)OCCO2	.	.	-37.1
12	COCCCn1c(SCC(=O)Nc2cccc(C)n2)nnc1-c1ccco1	0.27	0.13	10.5
13	CCN(CC)S(=O)(=O)c1ccc2[nH]cc(C(=O)NCCc3ccccc3)c(=O)c2c1	1.15	1.44	27.6
14	COC(=O)C1=NN(C(=O)c2ccc(C)cc2)C(O)(c2ccc(Cl)cc2)C1 (configuration not stated)	0.44	0.52	43.3
15	Cn1c2c(c(=O)n(C)c1=O)CN(Cc1ccc3c(c1)OCO3)CN2	1.76	1.91	38.9
16	COc1ccccc1/C=C/C(=O)Nc1ccc2c(c1)CCC2	-0.84	-0.25	.
17	CC(C)N(C(=O)CSc1ncnc2sc(-c3ccccc3)cc12)C(C)C	1.23	2.18	18.8
18	CCn1c(SCC(=O)Nc2cc(C)on2)nc2sc3c(c2c1=O)CCCC3	-1.21	-0.23	52.4
19	CCN(CC)C(=O)N1CCC(NC(=O)c2ccc(C(C)(C)C)cc2)CC1	-0.02	-0.5	.
20	CC(NC(=O)c1ccc(Cl)cc1)C(=O)NC1=NCCS1 (configuration not stated)	0.5	0.6	36.4
21	Cn1cc(Br)c(C(=O)NC2CCCCC2)n1	2.29	2.83	44.0
22	CCOC(=O)c1cnn2c(C(F)F)cc(C3CC3)nc12	-0.55	-1.26	45.2
23	Cc1c(Br)c([N+](=O)[O-])nn1CCCC(=O)Nc1sc2c(c1C(N)=O)CCC(C)C2 (configuration not stated)	-0.55	-0.38	-30.6
24	O=[N+]([O-])c1ccc(N2CCCCCC2)c(S(=O)(=O)N2CCCCC2)c1	-0.79	-0.63	-19.2
25	CCN(C(=O)CSc1nnc2ccccn12)c1c(N)n(Cc2ccccc2)c(=O)[nH]c1=O	0.83	0.22	-40.6
26	CCNC(=O)CN1c2cccc3cccc(c23)S1(=O)=O	0.57	0.49	.
27	C/C(=N\NC(=O)c1ccn(C)n1)c1cccc(NC(=O)c2ccc(C)s2)c1	0.27	0.07	.
28	CCOC(=O)C1C(=O)NC(c2ccccc2)=NC1c1ccc(Cl)cc1 (configuration not stated)	0.04	0.69	-16.7
29	Nc1cc(Cl)ccc1Oc1ccc(Cl)cc1	-1.2	-1.32	2.8
30	CC(=NCc1ccco1)c1c(C(F)(F)F)[nH]n(-c2nc3ccccc3s2)c1=O	-1.64	-0.13	33.3
31	CC1=C(C(=O)NCc2ccccc2)C(c2ccccc2OCC(N)=O)NC(=O)N1 (configuration not stated)	0.4	-0.35	-3.2
32	Cc1oc2cc(O)ccc2c(=O)c1Oc1ccc2ccccc2c1	-2.12	-1.57	15.4
33	Cc1ccc(C(NC(=O)/C=C\c2ccc3c(c2)OCO3)C(=O)Nc2ccc3c(c2)OCO3)cc1 (configuration not stated)	1.14	1.08	37.5
34	Cc1ccc2c(c1)c(C)c(C)n2CC(O)CN1CCCCC1C (configuration not stated)	0.13	0.16	.
35	COc1ccccc1Nc1ncnc2ccccc12	0.15	0.59	.
36	COc1cccc(CN(CC(=O)NC2CCCC2)C(=O)Cn2nnc(-c3cccs3)n2)c1	-0.23	-0.76	23.7
37	COc1ccc(NC(=O)Cn2ncc(Cl)c(Cl)c2=O)cc1S(=O)(=O)N1CCOCC1	0.54	0.96	-14.3
38	COC(=O)c1cc(OC)c(OC)cc1NC(=O)c1ccc(C)o1	-0.61	-0.39	-38.5
39	Cc1c(Cl)c([N+](=O)[O-])nn1CC(=O)NC1CCCCC1	0.42	0.4	.
40	CCCN1C/C(=C/c2ccc3c(c2)OCO3)C(=O)/C(=C/c2ccc3c(c2)OCO3)C1	-1.1	-0.53	-83.7
41	CCOC(=O)c1cc(-c2ccccc2)sc1N	-1.33	-1.08	15.8
42	CC(=O)Nc1ccc(NC(=O)Nc2cccc(C)c2C)cc1	.	.	14.3
43	O=C(CSc1nc2ccccc2n1S(=O)(=O)c1ccccc1)N1CCCC1	-0.03	-0.74	50.0
44	CC1CCC(C(C)C)C(OC(=O)CSc2n[nH]c(=O)[nH]c2=O)C1 (configuration not stated)	-0.72	-1.07	30.4
45	CNC(=O)c1ccccc1-c1ccccc1	-0.5	-0.98	14.7
46	Cc1nc2ccccc2c(=O)n1NC(=O)Cc1ccc(Br)cc1	-0.57	-1.15	-34.9
47	CCn1c(SCC(=O)Nc2ccc(C(=O)OC)cc2)nc2cccnc21	-0.18	-1.24	-126.7
48	CCCC(C(=O)NCc1ccco1)N(C(=O)CNS(=O)(=O)c1ccccc1)c1ccc(OC)cc1 (configuration not stated)	.	.	-122.2
49	CCOc1ccc(-c2nnn(CC(=O)Nc3cc(OC)cc(OC)c3)n2)cc1OCC	-0.26	0.9	.
50	CCN1CCCc2cc(CN(CCN3CCOCC3)C(=S)Nc3ccc(C)cc3)ccc21	.	.	25.0
51	Cc1ccc(NC(=O)Nc2nnc(Cc3ccc([N+](=O)[O-])cc3)s2)cc1C	0.53	1.76	64.5
52	C1=CCC(/C=N/n2cnnc2)CC1 (configuration not stated)	-0.09	-0.46	-16.1
53	C=CCn1c(SCC(=O)Nc2ccc(N(C)C)cc2)nnc1-c1cccc(C)c1	-0.99	-0.55	-92.9
54	COCc1nc2ccccc2n1CCCOc1ccccc1	-0.82	-1.22	2.6
55	COc1cc(NS(=O)(=O)c2ccc(N/C=C(\C=O)c3nc4cc(Cl)ccc4o3)cc2)nc(OC)n1	0.34	0.23	-20.0
56	CCn1c(=O)c(-c2ccccc2)c(O)c2ccccc21	-1.3	-0.7	-35.7
57	CCCc1nc2sc3c(c2c(=O)n1NC(=O)CCCl)CCCC3	-0.76	-1.08	56.7
58	COC(=O)c1cn(C(=O)c2ccc(C)c(C)c2)c2ccccc12	-0.98	0.37	-5.6
59	CCOC(=O)c1ccc(NC(=O)CS(=O)(=O)c2cn(CC)c3ccccc23)cc1	0.23	0.21	.
60	Cc1cc(C(=O)NCCC2=CCCCC2)ccc1[N+](=O)[O-]	.	.	-28.6

(further entries)
no.	SMILES	sdo1 growth	sdo1 growth Rescue 24 h	Insulin prom inh
61	Cn1nc(-c2ccc(C(=O)Nc3cccc(Cl)c3)cc2)c2ccccc2c1=O	-1.05	-0.53	40.0
62	CCN(CC)S(=O)(=O)c1cccc(NC(=O)C(=O)c2c(-c3ccccc3)cc3ccccn23)c1	-0.75	0.49	17.2
63	CC(=O)c1c(C)[nH]c(C(=O)NCc2ccc(F)cc2)c1C	.	.	25.0
64	COC(=O)C1=C(C)N(C)C(C)=C(C(=O)OC)C1c1ccc(C(=O)OC)cc1	-0.87	-1.03	-19.4
65	O=C(CSc1nnc(-c2c[nH]c3ccccc23)o1)N(Cc1ccccc1)c1ccc(F)cc1	-1.46	-0.29	-2.8
66	C/C=C(\C)CN1CCc2cc(OC)c(OC)cc2C1	0.45	-0.18	-256.2
67	N#CCCN(CCC#N)c1nnc(-c2ccccc2)s1	-0.8	-1.1	-61.1
68	CCOc1ccc2c(c1)-c1c(ssc1=S)C(C)(C)N2C	-0.22	-0.32	-50.0
69	Cc1ccnc(NC2(C(F)(F)F)N=C(c3ccccc3)NC2=O)c1 (configuration not stated)	-0.2	-0.63	30.0
70	O=C(O)c1ccc(S(=O)(=O)N2CCCCCC2)cc1	0.37	-0.41	-42.5
71	CCOC(=O)C1CCCN(C(=O)CSc2ccccc2)C1 (configuration not stated)	-0.14	0.1	.
72	CC(=NCC1CCCO1)c1c(O)[nH]c(=O)[nH]c1=O (configuration not stated)	0.34	-0.3	-7.1
73	O=C(Nc1ccc(F)cc1)C(Sc1nc2ccccc2[nH]1)c1ccccc1 (configuration not stated)	-1.31	-0.74	-87.5
74	Cc1oc(=O)c(NC(=O)c2cccc(Cl)c2)cc1C(=O)c1ccccc1	-1.54	-1.22	-28.6
75	O=C(CSc1ncnc2ccccc12)N1CCCC1	1.57	1.13	.

Retrieved by structure from above:
no.	SMILES	sdo1 growth	sdo1 growth Rescue 24 h	Insulin prom inh
41	CCOC(=O)c1cc(-c2ccccc2)sc1N	-1.33	-1.08	15.8
23	Cc1c(Br)c([N+](=O)[O-])nn1CCCC(=O)Nc1sc2c(c1C(N)=O)CCC(C)C2 (configuration not stated)	-0.55	-0.38	-30.6
3	CSc1ncccc1C(=O)OCC(=O)C(C)(C)C	.	.	41.7
62	CCN(CC)S(=O)(=O)c1cccc(NC(=O)C(=O)c2c(-c3ccccc3)cc3ccccn23)c1	-0.75	0.49	17.2

Additional entries
no.	SMILES	sdo1 growth	sdo1 growth Rescue 24 h	Insulin prom inh
76	Cc1ccc(NC(=O)CSc2nnc(-c3cnccn3)n2Cc2ccco2)cc1C	-0.13	-0.12	-21.6
77	O=C(COC(=O)c1cccnc1Cl)Nc1ccc2c(c1)OCCO2	.	.	42.9
78	CN(C)C(=O)CCN1CCOCC1	0.02	-0.3	-43.2
79	CCOCC(=O)Nc1nc2ccc(S(C)(=O)=O)cc2s1	2.31	1	6.7
80	CCNc1c2c3c(cccc3n(C)c1=O)C(=O)c1ccccc1-2	-1.17	-1.43	-171.4
81	COC(=O)c1ccc(CSc2n[nH]c(-c3ccccc3)n2)o1	.	.	-53.5
82	CCN(CC)S(=O)(=O)c1ccc(F)c(C(=O)NCCC(C)C)c1	1.28	1.36	-437.9
83	COc1ccc(CC(=O)N2CCN=C2SCc2cccc([N+](=O)[O-])c2)cc1	.	.	-216.7
84	C/C=C/c1ccc(OCCCN2C(=O)NC(C)(C)C2=O)c(OC)c1	-0.1	-1.42	.
85	COc1ccccc1NC(=O)Nc1c(C)n(C)n(-c2ccccc2)c1=O	0.32	-0.15	100.0*
86	COc1ccc(C)cc1NS(=O)(=O)c1cn(C)c(=O)n(C)c1=O	1.06	0.97	.
87	CCOC(=O)c1cnn(-c2cc(C)nc3c(-c4ccccc4)c(C)nn23)c1N	-1.1	-0.23	17.2
88	CCc1ccc(C2=NNC(=Nc3c(C)n(C)n(-c4ccccc4)c3=O)SC2)cc1	.	.	50.0
89	COc1ccc(-c2cc(C(F)(F)F)nc(SCc3cccc(C(=O)O)c3)n2)cc1	-0.14	-0.26	.
90	O=C(Nc1cc(Cl)ccc1N1CCCCC1)c1cccs1	-0.7	0.33	-34.3
91	CN1c2ccsc2C(O)=C(C(=S)Nc2ccc(F)c(Cl)c2)S1(=O)=O	1.89	-0.34	53.3
92	COc1ccc(S(=O)(=O)Nc2nc3c(s2)CCCC3)cc1	.	.	42.9
93	CCCCOc1ccccc1NC(=O)CSc1nnnn1C(C)(C)C	-0.03	1.58	.
94	O=C(O)CCc1nc(-c2ccccc2)no1	1.62	1.59	.
95	O=C1CSC(c2cn(-c3ccccc3)nc2-c2cc3ccccc3oc2=O)N1Cc1ccco1 (configuration not stated)	-1.28	-0.47	-71.4
96	COc1ccc(CN(C(=O)c2oc3ccccc3c2C)C2CCS(=O)(=O)C2)cc1OC (configuration not stated)	0.79	0.99	-63.6
97	Cc1ccc(/C=c2\s/c(=C(/C#N)C(=O)N3CCCC3)n(Cc3ccco3)c2=O)s1	-1.46	-0.45	.
98	O=C(NN/C(=N/S(=O)(=O)c1ccc(Cl)cc1)c1ccccc1)c1ccc(O)cc1	0.21	-1	-9.1
99	Cc1c(NC(=O)Oc2ccccc2)sc(=S)n1C	1.09	0.81	-14.3
100	OCCC1CN(Cc2cccn2-c2cccnc2)CCN1Cc1ccc(F)cc1 (configuration not stated)	.	.	-20.0
101	CN(C)CCCC1(O)c2ccccc2CCc2ccccc21	.	.	14.3
102	COc1cc2c(cc1OC)C1(Nc3c-2c(Cc2ccccc2)nn3-c2ccccc2)C(=O)Nc2ccccc21 (configuration not stated)	-0.16	0.17	27.8
103	CCOC(=O)c1cc(-c2ccc(F)cc2)n(CCC(=O)NC2CCN(Cc3ccccc3)CC2)c1C	.	.	14.3
104	O=C(c1cc2c(ccc3ccccc32)oc1=O)N1CCCC1	1.44	1.24	28.6
105	O=C(Cn1c(SCC(=O)N2CCCc3ccccc32)nc2ccccc21)N1CCCC1	-0.24	-0.34	-300.0
106	COC(=O)c1nnn(CC(=O)NC(=O)Nc2cccc(Cl)c2C)c1C(=O)OC	.	.	43.8
107	CS(=O)(=O)Nc1ccc(C(=O)Nc2ccc3c(c2)OCCO3)cc1	-0.34	-0.95	-4.3
108	C=CCn1cc(C(=O)OCC)c(=O)c2ccc(F)cc21	.	.	11.6
109	CSCCC(NS(=O)(=O)c1ccc(Cl)cc1)C(=O)OCC(=O)N(C(C)C)C(C)C (configuration not stated)	-0.46	-1.27	-21.7
110	CCc1c(C)sc(NC(=O)c2cccs2)c1C(=O)OC(C)C	-1.5	-1.05	27.3

Screening results (PubChem)
